Rad51 HR inh = Rad51 (human) homologous recombination inhibition; hRad51 DNA strand exchange, fluorescence dequenching; inhibition, % at 10 µM; 0.085% of 200,000 active; AID 1385;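 active = inhibition above 40% at the single screening dose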;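 also: 0% = DMSO control wells and 100% = blanks with heterologous ssDNA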
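Material: human Rad51–ssDNA filaments; Probe or stimulus: labelled 47-mer dsDNA for strand exchange; Doses: single 10 µM dose; Incubation: 37 °C 15-min filament assembly, 30-min compound preincubation, 15-min exchange; Technique: FRET fluorescence dequenching, excitation 485 nm, emission 520 nm; Measure: Fluorescence-based percent inhibition, control- and blank-normalised; Benchmarks: plate control and blank wells.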
EBV gp42 block = blocks Epstein-Barr virus glycoprotein 42 binding | Q1HVG2 | Fluorescence polarization binding assay, mP read-out | inhibition, % (tested at 21.74 µM) | 0.42% of 220,000 active | AID 1085; in the data active = inhibition above about 50%
eIF4E-4G inh = eIF4E/eIF4G interaction inhibition in translation initiation | TR-FRET eIF4E-eIF4GI(517-606) binding, 2 h | inhibition, % at 21.7 µM | 0.37% of 220,000 active | AID 782;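 active = inhibition above about 30%, limit read from the data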;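 also: 0% = full FRET control wells and 100% = background wells lacking eIF4GI fragment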
zVAD death inh = blocks zVAD induced death of L929 cells; L929 zVAD necroptosis rescue, ATP luminescence, 24 h; with zVAD 60 µM; viability rescue, % at 10 µM; 0.38% of 220,000 active; AID 1377;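 active = activation, scaled between plate controls, above about 75%, limit read from the data; inactive = activation under that limit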;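 also: 0% = zVAD with DMSO and 100% = DMSO alone without zVAD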
PERK inhibitor = blocks human PERK kinase; Q9NZJ5; inhibition, % at 5.6 µM; 0.17% of 220,000 active; CHO PERK-DD fusion, SEAP luminescence translation reporter;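 active = inhibition above the mean inhibition of all tested compounds plus 3 SD, set separately per screening campaign, cut at about 2.9% in these data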;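 also: PERK kinase domain activated by AP20187 dimerizer at 100 nM; 0% = DMSO with dimerizer and 100% = rapamycin at 8.4 µM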
Target sequence (Q9NZJ5 whole entry, looked up, the tested form may be a part): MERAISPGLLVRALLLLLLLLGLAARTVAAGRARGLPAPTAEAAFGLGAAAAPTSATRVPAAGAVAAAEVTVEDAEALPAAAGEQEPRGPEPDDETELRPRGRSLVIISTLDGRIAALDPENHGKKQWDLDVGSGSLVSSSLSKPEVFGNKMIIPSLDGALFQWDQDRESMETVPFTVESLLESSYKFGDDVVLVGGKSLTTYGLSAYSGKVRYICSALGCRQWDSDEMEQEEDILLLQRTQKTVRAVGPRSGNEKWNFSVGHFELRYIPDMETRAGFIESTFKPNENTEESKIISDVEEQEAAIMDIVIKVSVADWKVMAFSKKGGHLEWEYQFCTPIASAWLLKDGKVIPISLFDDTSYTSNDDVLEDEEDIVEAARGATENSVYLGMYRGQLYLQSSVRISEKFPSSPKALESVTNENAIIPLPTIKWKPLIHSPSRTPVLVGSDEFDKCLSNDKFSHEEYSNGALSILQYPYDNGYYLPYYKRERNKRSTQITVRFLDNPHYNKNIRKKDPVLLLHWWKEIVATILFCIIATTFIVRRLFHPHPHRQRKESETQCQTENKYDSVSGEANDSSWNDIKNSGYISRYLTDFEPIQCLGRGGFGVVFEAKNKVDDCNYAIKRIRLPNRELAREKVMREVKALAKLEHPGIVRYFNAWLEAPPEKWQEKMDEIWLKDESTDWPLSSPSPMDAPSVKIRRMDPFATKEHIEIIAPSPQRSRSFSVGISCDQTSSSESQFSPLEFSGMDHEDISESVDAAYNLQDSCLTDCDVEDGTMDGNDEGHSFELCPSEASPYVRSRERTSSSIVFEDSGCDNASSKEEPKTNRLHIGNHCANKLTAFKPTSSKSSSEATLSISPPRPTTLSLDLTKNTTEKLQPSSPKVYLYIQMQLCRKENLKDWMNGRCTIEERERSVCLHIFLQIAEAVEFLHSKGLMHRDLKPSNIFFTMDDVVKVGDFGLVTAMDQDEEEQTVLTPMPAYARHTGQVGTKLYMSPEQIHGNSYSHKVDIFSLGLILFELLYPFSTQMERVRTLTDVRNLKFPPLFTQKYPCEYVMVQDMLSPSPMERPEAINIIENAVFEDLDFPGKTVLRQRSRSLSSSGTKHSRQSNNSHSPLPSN
Calpain2 inh = calpain II (pig) inhibition | 0.37% of 220,000 active | inhibition, % at 16 µM | purified calpain II, fluorogenic peptide substrate, 30 min;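 active = inhibition above about 50%, limit read from the data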
MDM2 E3 inh = blocks human Mdm2 ubiquitin ligase activity; cell-based MDM2 ubiquitination luciferase reporter, 2 h; 0 = plate control, 100 = twice control, blank-subtracted; AID 1230; Q00987; signal enhancement, % at 5 µM; 0.11% of 210,000 active;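 active = signal enhancement of 30% or more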;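 also: luminescence tracks abundance of the self-degrading MDM2-luciferase fusion protein; higher signal means inhibition of MDM2 E3 ligase activity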
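Test system: stable mammalian line carrying autodegrading MDM2–luciferase fusion reporter; quantity: 2000 cells in each well; times: 4 h cell settling then 2 h compound exposure, 37 °C; detection: luminescence with SteadyLite reagent, 15 min at room temperature; evaluation: percent signal gain over controls, blank-subtracted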
KCC2 mod = modulators of human KCC2 chloride dependent transport; KCC2 cells, thallium flux FluoZin-2 fluorescence; Q9H2X9; 2.2% of 190,000 active; B-score of Tl+ flux slope (higher = more flux/activation; lower = inhibition) at 10 µM;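 active = thallium flux slope and its plate-corrected score both differing from the plate sample mean at a set confidence after two filtering rounds, in either direction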;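 also: slope of fluorescence scaled to starting intensity during 10 to 20 s after thallium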
TNF death inh = blocks TNF-alpha induced death of Jurkat FADD-/- cells. activation (protection from cell death), % at 10 µM. AID 463075. 0.068% of 220,000 active. Jurkat FADD-/- TNF necroptosis rescue, ATP luminescence, 24 h; 0 = TNF only, 100 = no-TNF cells;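 active = activation, meaning protection from cell death, of at least 50% relative to plate controls; inactive = activation below 50%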;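 also: necroptosis triggered by 40 ng/mL TNF-alpha added together with compound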
* marks the source's active call; other numbers are inactive results; . = not tested or not shown; [ ] = another dose, or the depositor's remark.

SMILES	Rad51 HR inh	EBV gp42 block	eIF4E-4G inh	zVAD death inh	PERK inhibitor	Calpain2 inh	MDM2 E3 inh	KCC2 mod	TNF death inh
Cc1nnc(SCc2nc3ccccc3s2)n1-c1ccccc1	-9.9	-1.5	4.0	1.4	-0.5	16.3	-7.7	0.109	-0.2
O=C(Nc1ccccc1)OC1CCC2CC1CCC2OC(=O)Nc1ccccc1 (centres undefined)	-0.6	0.0	-1.9	4.7	-0.5	11.6	3.8	0.562	5.8
C#CC[N+](CC)(CC)CC#Cc1ccccc1	.	-9.2	0.4	-0.4	-0.5	9.3	-12.6	0.374	0.0
COc1cccc(-c2nc3ccc(O)cc3c(=O)o2)c1	-10.8	-4.2	-0.5[fluorescence artefact?]	3.3	1.5	6.0	-19.1	1.21	-1.8
Cc1nc2sc(C(N)=O)c(N)c2c(C)c1CC(=O)c1ccccc1	-2.8	-17.6	-3.2	1.5	0.6	-0.6	4.5	-0.035	2.2
O=C(CCCN1C(=O)c2cccc3cccc(c23)C1=O)N1CCN(Cc2ccc3c(c2)OCO3)CC1	-13.5	-7.4	-11.0	-0.1	-0.3	7.9	-3.2	-0.159	-9.6
Cc1cc(Cl)ccc1OCC(=O)NCC(=O)N/N=C/c1ccco1	21.5	-20.9	0.2	1.2	1.1	-34.5	-10.4	0.601	0.2
O=C(Nc1ccc(NC(=S)NC(=O)C(c2ccccc2)c2ccccc2)cc1)c1ccccc1	2.4	.	.	77.8*	-0.8	.	.	-0.237	-8.8
CN(O)C(=O)Nc1ccc([N+](=O)[O-])cc1	5.1	-12.7	2.1	3.7	0.1	40.2	-10.6	-0.319	0.5
Oc1ccc2ccccc2c1CN1CCCC1	-5.5	4.3	5.5	-2.4	-0.5	-39.7	0.9	0.103	-0.1
COc1cc2c(cc1OC)C(CSc1ccccc1C(=O)O)=NC(C)(C)C2	0.1	-8.3	-4.0	1.0	-0.4	-119.8	8.3	0.736	-1.7
C=CCN1C(=O)N(c2ccc(Cl)cc2)C(=O)C1CC(=O)Nc1ccc(F)cc1 (centres undefined)	1.6	3.8	-2.1	0.3	-0.7	-4.2	-3.8	-0.0718	1.5
N#Cc1nc(COc2ccccc2)oc1N1CCN(Cc2ccccc2)CC1	-3.6	-4.1	-1.3	0.3	-0.3	17.0	6.7	.	2.4
Cc1ccc(C)c(NC(=O)CSc2ncnc3nc[nH]c23)c1	-4.4	-16.0	-2.9	0.1	0.5	10.3	-14.1	-0.174	-3.5
CCCc1nc2sc3c(c2c(=O)[nH]1)CCCC3	0.2	-6.4	-0.6	8.3	0.1	0.7	-11.0	-0.323	1.4

Profiles from above. Order of values: Rad51 HR inh | EBV gp42 block | eIF4E-4G inh | zVAD death inh | PERK inhibitor | Calpain2 inh | MDM2 E3 inh | KCC2 mod | TNF death inh
O=C(Nc1ccc(NC(=S)NC(=O)C(c2ccccc2)c2ccccc2)cc1)c1ccccc1 is listed as 2.4 | . | . | 77.8* | -0.8 | . | . | -0.237 | -8.8
Cc1nc2sc(C(N)=O)c(N)c2c(C)c1CC(=O)c1ccccc1 is listed as -2.8 | -17.6 | -3.2 | 1.5 | 0.6 | -0.6 | 4.5 | -0.035 | 2.2

(next part)
SMILES	Rad51 HR inh	EBV gp42 block	eIF4E-4G inh	zVAD death inh	PERK inhibitor	Calpain2 inh	MDM2 E3 inh	KCC2 mod	TNF death inh
Cn1c(=O)[nH]c(=O)c2[nH]c(CN3CCN(C(=O)c4ccco4)CC3)nc21	0.1	-19.7	-3.4	-0.3	-0.8	-23.2	-2.2	.	-1.5
CCOC(=O)Cc1csc(N/C(=N/S(=O)(=O)c2ccc(F)cc2F)c2ccccc2)n1	-2.5	-19.9	3.8	1.0	-0.7	3.2	-10.1	0.392	2.8
O=C(CSc1nc2ccccc2s1)Nc1ccc(N2CCOCC2)c(Cl)c1	-1.8	-13.7	1.0	1.6	1.2	-0.8	-6.2	-0.144	1.3
CC(C)(C)NC(=O)CSc1nc2ccc(NC(=O)CSc3nnc(N)s3)cc2s1	2.2	-49.2	2.2	0.1	0.2	-16.8	-17.4	-0.561	2.2
C=CCN1C(=O)CSc2ccc(C(=O)NCc3ccco3)cc21	1.8	-9.3	-3.5	0.5	0.1	23.4	-14.0	.	0.1
COc1ccc(OC)c(NC(=O)CSc2nnnn2-c2ccc3c(c2)OCO3)c1	-19.7	-4.4	-21.8	55.6	0.2	17.5	-9.2	.	4.3
Cc1ccc(NC(=O)CSc2nnc([C@@H]3CCCN3C(=O)OC(C)(C)C)o2)c(C)c1	15.5	-13.1	-3.2[fluorescence artefact?]	0.1	0.0	-31.3	-16.0	0.671	-2.7
O=C1NC2(CCCCC2)C(=O)N1Cc1cc(=O)n2ccsc2n1	4.9	6.0	-0.4	1.8	1.1	-16.4	5.7	1.74	0.8
NC(=O)C(c1cccc(Cl)c1)c1ncc(C(F)(F)F)cc1Cl (centres undefined)	0.8	-15.6	-8.2[fluorescence artefact?]	-0.5	-0.7	2.1	0.3	-0.622	16.0
O=c1oc(-c2ccccc2)nc2sc3c(c12)CCCC3	-8.0	-12.4	-6.4	1.4	0.1	-48.2	-12.8	-0.93	-1.8
CCOC(=O)C1CCN(C(c2cc3cc(C)cc(C)c3[nH]c2=O)c2nnnn2C2CCCCC2)CC1 (centres undefined)	.	.	.	0.1	-0.7	.	.	0.206	-1.1
COC(=O)CC1C(=O)NCCN1C(=S)NC(=O)c1sc2ccccc2c1Cl (centres undefined)	-10.1	-2.1	-0.1	0.7	0.2	-2.9	-4.2	0.717	-1.0
CCOc1ccc(C(c2c(O)nc(SC)n(C)c2=O)c2c(O)nc(SC)n(C)c2=O)cc1	9.0	-6.9	10.9	0.1	1.3	21.2	2.0	-1.56	-4.2
CCS(=O)(=O)c1ccc2oc(SCC(=O)Nc3ccc(OC)c(OC)c3)nc2c1	28.0	-23.0	-0.6	5.5	1.3	-24.7	-47.8	2.19	0.7
CCc1ccc(/C=C2/C(=O)N(c3ccccc3)C(=S)N2CC(=O)OC)s1	-10.4	-26.6	7.5[fluorescence artefact?]	-0.3	0.0	27.5	-12.7	0.99	0.2
COc1ccc(C(=O)NNc2ccccc2)cc1	.	-17.7	-3.4	-0.3	1.1	-2.3	5.0	-0.0506	0.0
Cc1cccc(N2CCN(C(=O)c3ccc(NS(=O)(=O)c4c(C)noc4C)cc3)CC2)c1C	-0.5	3.5	7.6	1.4	-0.6	-25.2	-10.6	-0.232	-1.1
CN(C)c1ccc(-c2noc(-c3ccccc3O)n2)cc1	-6.0	-15.8	-2.0	1.8	1.0	-126.5	-78.5	.	0.2
Cc1cc(NC(=O)c2cc(C(C)(C)C)oc2C)no1	0.4	-4.8	-6.3	1.0	-1.4	-11.5	-10.1	-0.0861	0.5
Clc1ccc2[nH]c3c(N4CCC5(CC4)OCCO5)ncnc3c2c1	6.2	-7.4	-2.9	1.0	-0.1	-72.3	-6.0	.	-16.7
COc1cccc2sc(Nc3nnc(-c4cccs4)o3)nc12	-5.9	-9.8	9.6[fluorescence artefact?]	14.1	-1.2	-5.8	2.2	57.9*	-11.2
CC12C(=O)N(Cc3ccccc3)C(=O)C1C1C=CC2C1 (centres undefined)	3.7	-6.9	-2.4	2.9	-0.9	26.9	-5.5	-0.0703	41.4
COc1cccc(NC(=O)C2CCCN2C(=O)OCc2ccccc2)c1 (centres undefined)	-0.3	-15.5	0.4	0.2	0.0	4.2	-2.7	0.369	1.1
CCc1ccc(C(=O)NNC(=O)OC)cc1	0.8	-7.7	71.9*	3.9	0.3	-19.6	17.3	0.835	0.6
CC(=O)NC(=S)Nc1ccc(S(=O)(=O)N2CCOCC2)cc1	-20.8	-9.3	-6.7	6.9	0.1	11.4	4.5	-0.0689	2.2
Cc1ccc(OCCC(=O)Nc2c(C)n(C)n(-c3ccccc3)c2=O)cc1	-2.2	-4.1	2.8[fluorescence artefact?]	-0.5	0.6	-44.8	-5.3	0.824	1.0
O=C(CCNS(=O)(=O)c1ccc(Cl)cc1)N1CCC2(O)CCCCC2C1 (centres undefined)	-11.0	-2.3	4.5[fluorescence artefact?]	-0.1	0.9	23.2	-11.6	-0.104	-12.9
Cc1cc2nc3c(nc2cc1C)C1(C(=O)O)CCC3(C)C1(C)C (centres undefined)	40.3*	-3.4	9.2	0.0	0.1	-19.6	-19.3	0.828	-1.1
Cc1nc2ncnn2c(N2CCN(S(=O)(=O)c3ccc(Br)cc3)CC2)c1C	37.1	-22.1	-2.0	1.8	0.4	-14.3	-1.3	.	-2.3
Cc1ccc(N2C(=O)CC(Cc3cc(C)cc(C)c3)C2=O)cc1 (centres undefined)	-0.6	-19.1	-5.2	-0.7	0.5	0.2	-10.2	-0.667	0.9
CN(C)n1cccc1/C=C(\C#N)S(=O)(=O)c1ccc(Cl)cc1	29.9	2.5	-0.6	0.5	-1.3	-63.3	-3.7	-2.71	0.3
Cc1sc2nc(C)n(/N=C/c3ccccc3O)c(=O)c2c1C	.	-16.6	-0.2	0.1	-0.7	-18.7	-10.2	0.00436	-0.5
CC(NC(=O)Cc1ccccc1)c1ccc(F)cc1 (centres undefined)	5.6	-23.3	5.3[fluorescence artefact?]	1.2	1.2	16.7	-9.9	0	8.8
O=C(NC1CCCC1)C1CCCN1C(=O)Oc1ccccc1 (centres undefined)	5.8	-5.0	0.3	0.5	2.3	4.0	-2.3	0.0511	0.1
CCc1nnc(NC(=O)C2(C)COC(c3ccc(OC)cc3)OC2)s1 (centres undefined)	2.8	0.4	5.2	2.6	-0.1	22.1	7.2	-0.0805	0.8
Cc1sc2ncn(CC(=O)N(CC(=O)NC3CCCC3)Cc3cccs3)c(=O)c2c1C	-7.4	-1.8	6.3	0.7	-0.5	21.5	-28.1	-0.702	-1.4
O=C(Nc1cccc(Cl)c1)Nc1ccccc1-n1ccnc1	.	1.1	-2.3	0.8	1.2	-6.6	-20.5	.	1.7
Cc1c(N(C)C(=O)C23CC4CC(CC(C4)C2)C3)c(=O)n(-c2ccccc2)n1C	6.0	-4.0	0.1[fluorescence artefact?]	1.3	0.1	-3.9	2.0	.	-0.2
COc1ccc(C(=O)C2CCCN(C(=O)c3c4c(nn3C)CCCC4)C2)cc1F (centres undefined)	.	-5.7	5.7	-0.5	1.8	13.3	-0.7	-1.4	1.1
CCc1ccc[n+](-c2nc3ccccc3nc2C(=C=[N-])C#N)c1	.	37.5	-7.7	-0.7	0.6	-300.3	.	-0.0372	-7.2
O=C1CCC(=O)N1CC(=O)N1c2ccccc2Sc2ccccc21	-0.6	-18.6	9.3[fluorescence artefact?]	0.1	0.2	-13.7	-14.3	1.09	-0.9
O=c1c(-c2ccccc2)coc2cc(O)ccc12	-5.1	-15.1	6.3	0.0	2.0	-268.1	-14.2	-3.43	-0.5
Cc1cc(CC(C)C)n(-c2nc3ccccc3c(=O)n2OCc2ccccc2)n1	-1.9	-11.4	-3.2	-0.5	0.0	5.6	-7.5	5.14*	-2.4

Screening data: PubChem BioAssay, several laboratories
